Screening data from PubChem.
BAP1 block: blocks human BAP1 ubiquitin-AMC hydrolysis; 0.48% of 72,000 active; activity remaining (% of control), % at 20 µM; Q92560; recombinant BAP1, Ub-AMC hydrolysis fluorescence kinetic; stronger effect = lower value;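 active means activity remaining at or below 50% of control, provided the compound also passes the data quality filters; inactive means the rest, including low values that fail the filters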;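 further: 100% = DMSO wells rate and 0% = substrate alone blank rate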
HePTP inh: inhibitors of human HePTP phosphatase; recombinant HePTP phosphatase activity, OD absorbance; P35236; inhibition, % at 20 µM; 0.64% of 110,000 active; AID 521; in the data active means inhibition above about 50%;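 further: plate controls were vehicle for no effect and reference inhibitor for full effect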
Target sequence (P35236 whole entry, looked up): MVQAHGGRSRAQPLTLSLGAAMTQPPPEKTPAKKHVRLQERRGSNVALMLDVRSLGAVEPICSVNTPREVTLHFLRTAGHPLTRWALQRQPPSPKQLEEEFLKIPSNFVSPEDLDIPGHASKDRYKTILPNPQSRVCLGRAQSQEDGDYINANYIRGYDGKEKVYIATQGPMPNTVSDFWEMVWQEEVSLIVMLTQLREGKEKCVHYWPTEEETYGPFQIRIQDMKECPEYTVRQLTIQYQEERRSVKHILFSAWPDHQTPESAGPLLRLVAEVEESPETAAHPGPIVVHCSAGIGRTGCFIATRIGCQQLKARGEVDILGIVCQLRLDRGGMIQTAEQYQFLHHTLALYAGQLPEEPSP
* = called active by the depositor; . = not tested or not shown; & = joins results of further samples.

SMILES	BAP1 block	HePTP inh
CCOC(=O)C1=C(C)NC(=O)CC1c1ccccc1I (centres undefined)	183	-1
COc1ccc(C(=O)Nc2ccccc2C(=O)NC(C(=O)NCc2ccccc2)C(C)C)cc1 (centres undefined)	.	-4
COc1ccc(Cl)cc1NC(=O)CC(C)=O	88	-4&10
CCCOc1ccc(C2C(C(=O)c3ccco3)=C(O)C(=O)N2CCCn2ccnc2)cc1 (centres undefined)	89	9
COC(=O)Nc1ccc(S(=O)(=O)N(C)C)cc1	76	7
Cc1ccc(-c2nc3cc(Cl)ccc3o2)cc1NC(=O)COc1ccccc1[N+](=O)[O-]	.	-4
Cc1ccc(Oc2ccc(S(=O)(=O)N3CCOCC3)cc2C(N)=O)c(-n2nc3ccccc3n2)c1	103	6
NC(=O)c1ccc(NC(=O)c2ccc3ccccc3c2)cc1	.	-3
O=[N+]([O-])c1ccccc1/C=N/N1CCN(Cc2ccc(Cl)cc2)CC1	.	0
Nc1nc(-n2cnnc2)nn1-c1ccccc1	99	3

Next part.
SMILES	BAP1 block	HePTP inh
COc1ccc(-c2cc(C(=O)Nc3cccc(Br)c3)c3ccccc3n2)c(OC)c1	.	-15
CCOC(=O)C1=C(C)N=C2SC(C)C(=O)N2C1c1cccc(F)c1 (centres undefined)	59	12
CCc1ccc(NC(=O)C2CC(=O)N(C3CCCCC3)C2)cc1 (centres undefined)	.	-3
c1ccc(OCc2nn3c(Cn4cnc5ccccc54)nnc3s2)cc1	55	12
Cc1ccccc1C(=O)Nc1cccc(NC(=O)c2ccc([N+](=O)[O-])o2)c1	.	-10
COc1ccc(C(c2nnnn2Cc2ccccc2)N2CCN(C(=O)c3ccco3)CC2)cc1 (centres undefined)	130	4
O=C(COC(=O)c1ccco1)Nc1ccc2c(c1)OCO2	124	4
O=C(Nc1ccccc1C(=O)O)c1cccc(S(=O)(=O)Nc2ccc(F)cc2)c1	.	1
COc1cccc(NC(=O)c2ccc(CN(c3ccc(C)c(C)c3)S(C)(=O)=O)cc2)c1	.	-8
CCC1CCCCN1C(=O)Cn1c(=O)oc2ccccc21 (centres undefined)	.	-8

The list goes on.
SMILES	BAP1 block	HePTP inh
Cc1cc(C)n2nc(CCc3nc4nc(C)cc(C)n4n3)nc2n1	.	3
CCOC(=O)N1CCC(NC(=O)Cn2ncc3c4ccccc4n(C)c3c2=O)CC1	88	17
Oc1ccc(-c2nc3ccc4ccccc4c3c3c2CCCC3)cc1O	71	.
O=c1cc(C(F)(F)F)nc(Sc2c(-c3ccccc3)c3cc(Cl)ccc3[nH]c2=O)[nH]1	.	7
O=C(CN(c1cccc(Cl)c1)S(=O)(=O)c1ccccc1)Nc1cccc2cccnc12	.	-3
CCN(CC)CCCNC1CCS(=O)(=O)C1 (centres undefined)	57	6
CCn1c(CNc2ccc(F)cc2)nnc1SCC(=O)OC1CCCCC1	101	0
CCCCOc1cccc(C(=O)N(Cc2cccs2)C2CCS(=O)(=O)C2)c1 (centres undefined)	112	9
CCOC(=O)c1c(NC(=O)c2ccc(Cl)cc2)sc(C(=O)Nc2ccc3c(c2)OCO3)c1C	.	1
COCCOC(=O)C1=C(C)NC(=O)NC1c1ccc(OCC(N)=O)cc1 (centres undefined)	.	-19

Additional results follow:
SMILES	BAP1 block	HePTP inh
Cc1ccccc1NC1CC(C)N(C(=O)c2ccccc2)c2c(C)cccc21 (centres undefined)	.	103*
CCOC(=O)N1CCN(C(=O)Nc2ccccc2Cl)CC1	104	5
Cc1ccc2oc(-c3cccc(NC(=O)c4cc([N+](=O)[O-])ccc4Cl)c3)nc2c1	79	.
CCOC(=O)CC1=C(C#N)C(c2cccnc2)C(C(=O)OCC)=C(N)O1 (centres undefined)	.	2
COC(=O)c1c(NC(=O)c2ccccc2F)sc2c1CCCCC2	.	-3
COc1cc(NC(=O)c2cc3c(C)nc4ccccc4c3o2)cc(OC)c1OC	87	-7
O=C1C=C(Nc2ccc(Cl)cc2)CN1	.	11
CCOc1ccc(N2C(=O)c3cccnc3C2Nc2ccc(F)cc2)cc1 (centres undefined)	99	3
CCc1c(C(=O)Nc2cc(C)ccc2OC)[nH]c(C)c1C(C)=O	102	12
O=C(Nc1nc(-c2nc3ccccc3s2)cs1)c1ccc(Oc2ccccc2)cc1	122	.

Going on with the list.
SMILES	BAP1 block	HePTP inh
O=C(CSc1nnc(CNc2ccc(F)cc2)n1Cc1ccco1)NC1CC1	113	5
COC(=O)c1c(NC(=O)CCc2ccc(C)o2)sc(C)c1C	.	12
CCOCC(=O)N1CCc2ccccc21	93	7
COc1ccc(OC)c(N(CC(=O)Nc2ccc(Br)cc2)S(C)(=O)=O)c1	.	0
CN(C)Cc1ccc(O)c(CCc2ccccc2)n1	109	2
CCCN(CCC)CCNC(=O)CS(=O)Cc1nc(-c2ccc(C)cc2)oc1C (centres undefined)	99	8
COc1ccccc1NC(=O)CCC(=O)O	98	-1
CC1CC(=O)c2cnc(NCc3ccco3)nc2C1 (centres undefined)	98	3
CCN1C(=O)c2cccc3c(S(=O)(=O)N(C)C)ccc1c23	.	8
O=C(NCc1ccncc1)c1cccc([N+](=O)[O-])c1	.	9

24 of the compounds above, with two lines to a compound.
Every second line gives: BAP1 block	HePTP inh
O=c1cc(C(F)(F)F)nc(Sc2c(-c3ccccc3)c3cc(Cl)ccc3[nH]c2=O)[nH]1
 : .	7
O=C(CN(c1cccc(Cl)c1)S(=O)(=O)c1ccccc1)Nc1cccc2cccnc12
 : .	-3
CCN(CC)CCCNC1CCS(=O)(=O)C1 (centres undefined)
 : 57	6
CCn1c(CNc2ccc(F)cc2)nnc1SCC(=O)OC1CCCCC1
 : 101	0
CCCCOc1cccc(C(=O)N(Cc2cccs2)C2CCS(=O)(=O)C2)c1 (centres undefined)
 : 112	9
CCOC(=O)c1c(NC(=O)c2ccc(Cl)cc2)sc(C(=O)Nc2ccc3c(c2)OCO3)c1C
 : .	1
COCCOC(=O)C1=C(C)NC(=O)NC1c1ccc(OCC(N)=O)cc1 (centres undefined)
 : .	-19
Cc1ccccc1NC1CC(C)N(C(=O)c2ccccc2)c2c(C)cccc21 (centres undefined)
 : .	103*
CCOC(=O)N1CCN(C(=O)Nc2ccccc2Cl)CC1
 : 104	5
Cc1ccc2oc(-c3cccc(NC(=O)c4cc([N+](=O)[O-])ccc4Cl)c3)nc2c1
 : 79	.
CCOC(=O)CC1=C(C#N)C(c2cccnc2)C(C(=O)OCC)=C(N)O1 (centres undefined)
 : .	2
COC(=O)c1c(NC(=O)c2ccccc2F)sc2c1CCCCC2
 : .	-3
COc1cc(NC(=O)c2cc3c(C)nc4ccccc4c3o2)cc(OC)c1OC
 : 87	-7
O=C1C=C(Nc2ccc(Cl)cc2)CN1
 : .	11
CCOc1ccc(N2C(=O)c3cccnc3C2Nc2ccc(F)cc2)cc1 (centres undefined)
 : 99	3
CCc1c(C(=O)Nc2cc(C)ccc2OC)[nH]c(C)c1C(C)=O
 : 102	12
O=C(Nc1nc(-c2nc3ccccc3s2)cs1)c1ccc(Oc2ccccc2)cc1
 : 122	.
O=C(CSc1nnc(CNc2ccc(F)cc2)n1Cc1ccco1)NC1CC1
 : 113	5
COC(=O)c1c(NC(=O)CCc2ccc(C)o2)sc(C)c1C
 : .	12
CCOCC(=O)N1CCc2ccccc21
 : 93	7
COc1ccc(OC)c(N(CC(=O)Nc2ccc(Br)cc2)S(C)(=O)=O)c1
 : .	0
CN(C)Cc1ccc(O)c(CCc2ccccc2)n1
 : 109	2
CCCN(CCC)CCNC(=O)CS(=O)Cc1nc(-c2ccc(C)cc2)oc1C (centres undefined)
 : 99	8
COc1ccccc1NC(=O)CCC(=O)O
 : 98	-1

(list continues)
SMILES	BAP1 block	HePTP inh
COC(=O)COc1ccc(/C=C(/C#N)C(=O)Nc2cccc(Br)c2)cc1OC	.	-2
CC(=O)N1C(=O)/C(=C2\SC(=S)N(Cc3ccccc3)C2=O)c2ccccc21	.	-16
CCOc1ccc2c(c1)-c1c(ssc1=S)C(C)(C)N2C(=O)CC	.	-8
CS(=O)(=O)N1CCC(C(=O)N2CCc3ccccc3C2)CC1	91	3
O=C(/C=C/c1ccco1)Nc1ccc(Cl)cc1Cl	.	8
COc1ccc(-n2c(COc3cccc(C)c3)nnc2SCC(=O)NCc2ccco2)cc1	98	6
CCn1c(SCC(=O)Nc2ccccc2N2CCCCC2)nc2c1c(=O)n(C)c(=O)n2C	87	13
Cc1sc2nc(NC(=O)c3ccccc3)sc(=O)c2c1C	.	-2
COC(=O)C1=C(C)N(c2ccc(C(=O)OC)cc2)C(=O)C1	80	0
O=C1N=C(SCC(=O)N2CCCc3ccccc32)NC(=O)C1c1ccccc1 (centres undefined)	.	4

Next results
SMILES	BAP1 block	HePTP inh
O=C(Cn1nnc(-c2ccccc2NC(=O)c2cccs2)n1)Nc1ccccc1	108	2
c1ccc2c(c1)CCN(CCCNc1nc3ccccc3n3cnnc13)C2	104	2
COc1ccc(S(=O)(=O)Nc2ccccc2C(N)=O)cc1	.	-5
COC(=O)C1=C(O)/C(=C/c2ccccc2O)N=C1C	.	6
COc1cc(OC)c(NC(=O)COc2ccc(F)cc2)cc1Cl	.	8
Cc1cc(/C=N/NC(=O)CC#N)c(C)n1-c1ccc(N(C)C)cc1	.	0
Cc1ccc(/C=C2/SC(=O)N(CN3CCCCC3)C2=O)cc1	.	-6
COC(=O)c1ccc(NC(=O)C(C)Oc2ccc(Cl)cc2C)cc1 (centres undefined)	101	6
CCOC(=O)CN(C(=O)CSc1nnc(C)n1-c1ccccc1)c1ccccc1	108	14
COc1ccc(NCn2nnc3ccccc32)c([N+](=O)[O-])c1	.	-4

2 of these compounds, set out differently:
BAP1 block | HePTP inh | molecule
108 | 2 | O=C(Cn1nnc(-c2ccccc2NC(=O)c2cccs2)n1)Nc1ccccc1
101 | 6 | COC(=O)c1ccc(NC(=O)C(C)Oc2ccc(Cl)cc2C)cc1 (centres undefined)

(cont.)
SMILES	BAP1 block	HePTP inh
CCOC(=O)C(CC)C(C)=NNC(=O)c1ccc([N+](=O)[O-])cc1 (centres undefined)	.	3
COc1cc(C(=O)N/C(=C/c2cccc([N+](=O)[O-])c2)C(=O)NCC(=O)O)cc(OC)c1OC	.	-1
CS(=O)(=O)N1CCC(C(=O)Nc2ccc(F)cc2F)CC1	96	5
Cc1cccc(NCN2C(=O)c3ccncc3C2=O)n1	99	6
COc1cc(NC(=O)CCC(=O)O)nc(OC)n1	.	-12
CCN(C(=O)COc1cc(=O)n(CC)c2ccccc12)c1cccc(Cl)c1	110	2
Cc1c(C)n(C(=O)CSc2ncn[nH]2)c2ccccc12	96	4
CC(NC(=O)Nc1ccc(Cl)c(Cl)c1)C1CC2CCC1C2 (centres undefined)	.	-19
CCOC(=O)c1c(C)[nH]c(C)c1C(=O)CSc1nnc(-c2ccco2)n1Cc1ccccc1	95	1
COc1ccc(CNC(=O)C2CCCN2S(=O)(=O)c2ccc(S(=O)(=O)N(C)C)cc2)cc1 (centres undefined)	96	-9

(further entries)
SMILES	BAP1 block	HePTP inh
Nc1n[nH]c2c1C1(CCCCC1)Cc1ccccc1-2	97	-10
Cc1oc2ccc(OC(C)C(=O)O)cc2c1C(=O)O (centres undefined)	.	8
CCOc1ccccc1NC(=O)c1cc([N+](=O)[O-])ccc1N1CCN(Cc2ccccc2)CC1	.	7
O=C(O)C1CC(=O)N(c2ccc(OCc3ccccc3Cl)cc2)C1 (centres undefined)	86	-6
CCc1cccc(NC(=O)CN2C(=O)NC3(CCCCCCC3)C2=O)c1	104	-1
O=C1/C(=C/c2cn(-c3ccccc3)nc2-c2cccs2)SC(=S)N1Cc1ccccc1	.	0
COc1c(Cl)cc(C(=O)Nc2ccc(I)cc2Cl)cc1Cl	.	2
Cc1cccn2c(=O)c3cc(C(=O)NCc4ccco4)c(=N)n(CCOCCO)c3nc12	101	2
Fc1ccc(-c2nnc(CSc3nnc(-c4ccc5c(c4)OCO5)o3)o2)cc1	.	1
Oc1ccc(/C=N\N2CCN(c3ccccc3)CC2)c(O)c1	.	4

Next compounds
SMILES	BAP1 block	HePTP inh
CCCc1[nH]nc2c1C(c1ccc(OCCN3CCOCC3)c(OCC)c1)C(C#N)=C(N)O2 (centres undefined)	68	2
O=C(CN(c1ccccc1)S(=O)(=O)c1ccccc1[N+](=O)[O-])NCCc1ccccc1	.	7
N#CC(C#N)=Cc1cn(CC(=O)Nc2ccccc2)c2ccccc12	.	7
CCn1c(COc2ccccc2)nnc1SCC(=O)C(C)(C)C	104	7
CC(C)c1ccc([N+](=O)[O-])cc1S(=O)(=O)N1CCN(c2ccccc2)CC1	.	6
O=C(CN1C2=NCCN2c2ccccc21)c1ccc2c(c1)OCO2	105	7
O=C(c1cc2nc(-c3ccc(F)cc3)cc(C(F)(F)F)n2n1)N1CCCC1	79	-3
COc1ccc(C)cc1NC(=O)c1ccoc1C	99	8
Cc1ccc2c(c1)NC(=O)C(N1CCOCC1)(C(F)(F)F)O2 (centres undefined)	92	2
COc1ccc(CCNC(=O)CCSc2nc(-c3ccco3)cc(C(F)(F)F)n2)cc1OC	93	6
COC(=O)CSc1nc2c(c(=O)[nH]c(=O)n2C)n1Cc1cccc(C)c1	90	.
